# Source: PubChem (The Scripps Research Institute Molecular Screening Center)
# GPR151 ag: human GPR151 activation. Q8TDV0. PathHunter beta-arrestin GPR151 cells, luminescence. activation, % at 11.2 µM. 1% of 650,000 active; in the data active = activation above about 4.9%;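 note: 0% = median of compound wells and 100% = cells with positive control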
# Target sequence (Q8TDV0 whole entry, looked up): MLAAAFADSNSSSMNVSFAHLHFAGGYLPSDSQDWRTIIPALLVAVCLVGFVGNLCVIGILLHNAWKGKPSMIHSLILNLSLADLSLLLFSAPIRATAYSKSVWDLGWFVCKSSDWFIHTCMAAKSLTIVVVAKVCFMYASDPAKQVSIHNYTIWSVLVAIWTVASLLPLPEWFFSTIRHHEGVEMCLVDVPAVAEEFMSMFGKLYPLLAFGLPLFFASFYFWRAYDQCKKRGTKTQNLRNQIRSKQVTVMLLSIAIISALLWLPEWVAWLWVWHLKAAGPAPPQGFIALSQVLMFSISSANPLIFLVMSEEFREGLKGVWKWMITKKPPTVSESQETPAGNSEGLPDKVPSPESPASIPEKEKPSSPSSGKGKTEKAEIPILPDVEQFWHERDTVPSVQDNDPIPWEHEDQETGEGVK
# TEAD-YAP block: TEAD-YAP interaction inhibition; HEK-TIYL cells, TEAD-Gal4/YAP UAS-luciferase luminescence; inhibition, % at 9.12 µM; 1.4% of 640,000 active; AID 1259422; in the data active = inhibition above about 32%;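 note: 0% = median of test compound wells and 100% = reference inhibitor wells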
# FBW7 activator: human FBW7 E3 ligase activation, primary screen. Q969H0. AlphaScreen FBW7–phospho-cyclin E peptide binding, activator screen. normalized activity (activation), % at 26.1 µM. 0.13% of 650,000 active. AID 1259310; in the data active = normalized activity above about 1.9%;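 note: purified mutant Fbw7 with reduced substrate affinity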
# MITF primary: inhibitors of human MITF | AlphaScreen MITF homodimerization, bead proximity signal | inhibition, % at 2.6 µM | 0.91% of 650,000 active | AID 1259374; in the data active = inhibition above about 50%;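 note: 0% = vehicle wells with protein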
# Target sequence (O75030 whole entry, looked up): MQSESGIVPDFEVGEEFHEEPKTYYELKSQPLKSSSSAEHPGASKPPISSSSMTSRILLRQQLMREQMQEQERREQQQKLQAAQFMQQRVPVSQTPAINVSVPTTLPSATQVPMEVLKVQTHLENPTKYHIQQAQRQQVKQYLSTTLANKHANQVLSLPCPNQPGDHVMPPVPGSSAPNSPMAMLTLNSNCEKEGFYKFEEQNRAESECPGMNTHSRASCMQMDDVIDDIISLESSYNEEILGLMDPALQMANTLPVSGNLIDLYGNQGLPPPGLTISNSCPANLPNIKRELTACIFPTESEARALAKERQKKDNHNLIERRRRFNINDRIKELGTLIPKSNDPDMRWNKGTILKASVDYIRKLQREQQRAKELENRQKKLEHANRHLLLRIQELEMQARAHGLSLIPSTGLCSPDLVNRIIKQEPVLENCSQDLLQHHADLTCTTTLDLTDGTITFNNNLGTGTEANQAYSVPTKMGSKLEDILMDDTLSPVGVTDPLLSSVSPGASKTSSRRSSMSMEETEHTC
# Starred values were filed as active, the others as inactive. Random draw from the library; any-hit rate near 3.4%.
# Second line of a record – GPR151 ag	TEAD-YAP block	FBW7 activator	MITF primary
- COc1ccc(-c2cc(-c3ccccc3)nc(SCC(=O)c3ccc(OC)c(OC)c3)c2C#N)cc1
  0.0	-9	0.1	-3
- COc1cc(OC)cc(-n2nc(C(=O)Nc3cccc(Cl)c3)c3ccccc3c2=O)c1
  -0.5	-12	0.5	10
- c1ccc(Cn2nnc3c(NC4CCCCC4)ncnc32)cc1
  -0.6	-8	0.3	-6
- Cc1nn(CC(=O)Nc2cccc(Br)c2)c(=O)c2ccccc12
  -0.8	1	0.2	7
- O=C(c1cn2ccccc2n1)N1CCCC(CNS(=O)(=O)c2cccs2)C1 (stereo not given)
  -1.2	5	0.1	11
- COC(=O)CCCC(=O)NCCN1Cc2cc(C)ccc2OC(C)C1 (stereo not given)
  -0.7	-6	0.0	-2
- Nc1nc2cc([N+](=O)[O-])ccc2s1
  -3.3	1	-0.1	-2
- CC1CCCCN1S(=O)(=O)c1ccc2c(c1)CCN2C(=O)C1CC1 (stereo not given)
  -0.3	-8	0.2	23
- CCCc1nnc(SCC(=O)Nc2nc3ccc(OC)cc3s2)n1CC
  -0.2	-5	0.1	0
- Cc1cc(=O)oc2cc(OCC(=O)N/N=C/c3nc4ccccc4[nH]3)ccc12
  -0.2	10	0.1	9
- Cc1ccc(S(=O)(=O)c2ccc(Cl)cc2)cc1S(=O)(=O)NC(=O)c1ccccc1
  -0.5	10	0.1	11
- Cc1ccc(NC(=O)c2cc3cc([N+](=O)[O-])ccc3oc2=N)cc1
  0.7	-3	-0.1	14
- COc1ccccc1/C=C/C(=O)OCC(=O)NNC(=O)c1ccccc1
  0.9	4	0.0	0
- COc1ccc(N2CC(NC(=O)Nc3ccc(C(F)(F)F)cc3)CC2=O)cc1 (stereo not given)
  0.1	18	0.3	10
- O=C(CCCc1ccccc1)N1CCC2(CC1)CC2C(=O)N1CCN(c2ccccc2)CC1 (stereo not given)
  0.8	6	0.0	-15
- CC(C)c1ccc(N2CC3(CCNCC3)OC2=O)cc1
  1.3	9	0.4	16
- CCOc1ccc(C=Nc2cccc3ncccc23)cc1
  -0.5	-17	0.1	3
- O=C(Nc1cc(F)cc(F)c1)c1ccc(N2C(=O)c3ccccc3C2=O)cc1
  1.7	-6	0.6	15
- CCOc1cc(S(=O)(=O)NC2CC(C)(C)NC(C)(C)C2)ccc1Br
  2.0	-11	0.3	-1
- COc1ccc(OC)c(C2C3=C(CC(C)(C)CC3=O)Nc3nnnn32)c1 (stereo not given)
  0.8	-10	-0.1	-1

# Entries above with bromine (2):
# Second line of a record – GPR151 ag	TEAD-YAP block	FBW7 activator	MITF primary
- Cc1nn(CC(=O)Nc2cccc(Br)c2)c(=O)c2ccccc12
  -0.8	1	0.2	7
- CCOc1cc(S(=O)(=O)NC2CC(C)(C)NC(C)(C)C2)ccc1Br
  2.0	-11	0.3	-1

# Next section.
# Second line of a record – GPR151 ag	TEAD-YAP block	FBW7 activator	MITF primary
- Cc1cccc(NCCCC(=O)N/N=C/c2ccc([N+](=O)[O-])cc2)c1
  -0.4	-3	-0.2	24
- COc1ccc2nc(N3CCC(C(=O)N4CCN(c5ccccn5)CC4)CC3)sc2c1
  -1.8	3	1.1	12
- NC(=O)c1ccccc1NC(=O)Nc1ccccc1
  3.0	8	0.0	16
- Cc1ccc(/C(N)=N/OC(=O)CCCN(C)S(=O)(=O)c2ccccc2)cc1
  0.8	6	0.5	13
- CC(C)NC(=O)C(=O)Nc1cc(Cl)ccc1Cl
  2.4	4	0.0	2
- O=S(=O)(c1ccc2c(c1)OCCO2)N1CCN(CC(O)c2ccccc2)CC1 (stereo not given)
  1.2	-9	0.1	14
- COCCn1cc(C(=O)NCCCN2CCC(C)CC2)c2c3ccccc3n(C)c2c1=O
  0.4	6	0.0	-8
- CC(C)c1nnc(C2CCN(CC(=O)Nc3nc4ccccc4s3)CC2)o1
  0.1	10	1.4	3
- Cc1ccc(NC(=O)CCNS(=O)(=O)c2ccc3c(c2)CC(C)N3C(=O)C2CC2)cc1 (stereo not given)
  0.0	12	0.0	4
- CC(C)N1CC(C(=O)Nc2ccc([N+](=O)[O-])cc2)CC1=O (stereo not given)
  1.5	9	0.0	9
- Cc1c(C(=O)O)oc2ccc(S(=O)(=O)NC3CCCCC3C)cc12 (stereo not given)
  -0.7	-7	0.2	10
- CN1CCN(C(=O)c2ccc(-c3nc(NCc4ccccc4)c4ncn(-c5ccccc5)c4n3)cc2)CC1
  -2.5	7	-0.1	11
- Cc1cc(O)c(C(=O)Cc2csc(C)n2)c(O)c1
  0.9	-33	0.2	3
- O=C(Cn1c(=O)c2cccn2c2cccnc21)NC1CCCCCC1
  1.3	-5	0.1	-15
- O=C(CCc1nnc(CCC2CCCCC2)o1)NCCc1cn2cccnc2n1
  -0.1	0	-0.1	-2
- CC(OC(=O)c1ccc2c(c1)NC(=O)C(C)(C)O2)C(=O)NC1CCCC1 (stereo not given)
  -0.3	0	0.0	14
- COc1ccc(CNc2oc(-c3cccc4ccccc34)nc2P(=O)(OC)OC)cc1
  -0.2	-15	0.0	-7
- O=[N+]([O-])c1ccc(/C=C/c2nccc3ccsc23)cc1
  -1.4	-2	-0.1	9
- COc1ccc2nc(Nc3nc(C)c(C)c(=O)[nH]3)nc(C)c2c1
  -1.2	-55	-0.1	-3
- Cc1oc(-c2ccc(Cl)cc2)nc1CSCC(=O)NC1CC1
  0.7	-1	-0.6	3

# More compounds follow.
# Second line of a record – GPR151 ag	TEAD-YAP block	FBW7 activator	MITF primary
- Nc1nonc1C(=O)N/N=C/c1cc(Cl)cc(Cl)c1O
  2.1	9	-0.9	68*
- COc1ccc(CN2CNc3c(c(C)nn3-c3ccccc3)C2)cc1
  0.2	-10	-0.2	-3
- O=C(NCCCN1CCCC1=O)c1ccc2nc(-c3ccc(C(=O)NC4CC4)cc3)sc2c1
  -0.8	-23	-0.1	1
- O=C(c1cccc([N+](=O)[O-])c1)c1ccc2c(c1)C(=O)N(c1nccs1)C2=O
  1.5	7	-0.3	-1
- CCOC(=O)c1ccc(NC(=O)c2c(NCc3ccc(OC)c(OC)c3)sc3c2CCCC3)cc1
  -0.2	-7	-0.2	-1
- CC(=O)N=C1SC2CS(=O)(=O)CC2N1Cc1ccccc1Cl (stereo not given)
  -0.9	0	-0.1	0
- O=C(NCC1CCCO1)c1ccc(CSc2ccccc2)cc1 (stereo not given)
  -0.6	-49	-0.1	9
- O=C(c1cc(COc2c(F)cccc2F)on1)N1CCCC(CN2CCOCC2)C1 (stereo not given)
  0.8	-6	0.0	-8
- O=C(NCc1ccc(F)cc1)c1ccc2c(=O)n(CC3CCCO3)c(=S)[nH]c2c1 (stereo not given)
  0.0	0	-0.1	14
- CC(=O)Nc1ccc(C(=O)CSc2nc(-c3ccccc3)cs2)cc1
  1.2	-30	0.1	-4
- CCCc1nnc(SCC(=O)NC2CCCC2)n1CCOC
  0.2	-4	0.0	-8
- COCCCn1c(-c2ccc(OC)cc2)cn2c3c(=O)n(C)c(=O)n(C)c3nc12
  -1.0	-1	-0.1	12
- NC(=O)c1ccc2[nH]c3c(c2c1)CCCC3
  -1.7	-15	0.1	9
- COc1cccc(N2CC(NC(=O)NC(C)CCc3ccccc3)CC2=O)c1 (stereo not given)
  0.1	6	-0.2	-8
- N#CC1(Nc2ccccc2Cl)C(=O)Nc2ccccc21 (stereo not given)
  -0.3	5	1.2	20
- CC1CCCC(N2CCN(c3ccc([N+](=O)[O-])cc3)CC2)C1 (stereo not given)
  1.0	-10	0.2	20
- Cc1cccc(NC(=O)C2CCCN(S(=O)(=O)c3ccc4c(c3)oc(=O)n4C)C2)n1 (stereo not given)
  -0.2	34*	0.1	-12
- Cc1c(N=C(Nc2ccccc2)Nc2ccccc2)c(=O)n(-c2ccccc2)n1C
  -0.4	7	0.1	16
- O=C(NNC(=S)Nc1ccc([N+](=O)[O-])cc1)c1ccncc1
  2.0	-5	-0.2	-3
- CCc1n[nH]c(=S)n1/N=C(\C)c1cccs1
  2.7	-4	0.7	6

# (listing goes on)
# Second line of a record – GPR151 ag	TEAD-YAP block	FBW7 activator	MITF primary
- CCOC(=O)N1CCN(C(=O)c2ccc(N3CC4CC(C3)c3cccc(=O)n3C4)c(NC(=O)Cc3c(F)cccc3Cl)c2)CC1 (stereo not given)
  -0.2	0	0.3	7
- COc1cc(Nc2nccn3c(-c4ccc(O)cc4)cnc23)cc(OC)c1OC
  -0.1	3	0.2	16
- COc1ccc(C(=O)N2CCN(c3nc(C(C)C)c4c(c3C#N)CC(C)(C)OC4)CC2)cc1
  0.1	-4	0.0	4
- Cc1ccc(/C=C(/C#N)C(=O)Nc2ncc(Cc3cccc(Cl)c3)s2)o1
  0.3	-9	0.2	14
- CCn1c(=O)[nH]c2c(C(N)=O)nc(-c3ccccc3F)nc21
  -0.1	-2	0.1	1
- O=C(NCc1cccnc1)C(=O)N/N=C/c1ccccc1F
  0.3	6	-0.1	0
- Cc1cc(N2CCCC2)ccc1/C=C(\C#N)C(N)=S
  -0.1	-11	0.1	20
- COc1ccc(-n2c(SCc3cc(=O)n4ccccc4n3)nc3n[nH]c(C)c3c2=N)cc1
  -1.2	-20	1.7	7
- COc1ccc(-c2cnnn2-c2ccc(N)cc2)cc1OC
  -0.5	-8	0.1	10
- O=[N+]([O-])c1cnn(Cc2ccccc2F)c1
  -0.3	-2	-0.2	-6
- CN1CCN(C(=O)c2ccc(-c3ccc(C(=O)NCc4cccnc4)s3)cc2)CC1
  3.5	30	0.0	-3
- O=[N+]([O-])c1cccc(-c2cn3ccccc3n2)c1
  -5.7	-53	0.1	-5
- NC(=O)N1CCCC(C(=O)N2CCC(CCC(=O)NCc3ccc(F)cc3)CC2)C1 (stereo not given)
  -1.6	2	-0.1	8
- CC1=C(C(=O)OC(C)C)C(c2ccccc2)NC(=O)N1C (stereo not given)
  0.2	-3	-0.1	-2
- COc1ccc(NC(=O)c2ccccc2NC(=O)c2ccc(Br)o2)cc1
  -1.1	0	0.0	9
- CCCCN(CC)C(=O)Cn1c(=O)c2ccccc2n(CC)c1=O
  -0.7	12	-0.1	5
- CC1CCCC(NC(=O)c2cccc(NS(=O)(=O)c3ccc(Br)cc3)c2)C1C (stereo not given)
  1.2	-3	-0.2	-3
- COc1ccc(Cl)cc1NC(=O)C(C)N1C(=O)c2ccccc2S1(=O)=O (stereo not given)
  -1.3	4	0.0	7
- CCOc1ccc(S(=O)(=O)N2CCN(c3ccccc3OC)CC2)c2ccccc12
  -1.1	7	-0.2	-3
- COc1cc(OC)cc(-c2cc3nc4c(c(NCCCn5ccnc5)n3n2)CCCC4)c1
  -0.1	3	2.4*	6

# (further entries)
# Second line of a record – GPR151 ag	TEAD-YAP block	FBW7 activator	MITF primary
- CCCCS(=O)(=O)N(O)c1ccc(Cl)cc1
  -0.7	0	-0.1	7
- CCOC(=O)c1c(CSC2CCCCC2)oc2ccc(O)cc12
  -0.2	4	0.0	2
- Cc1ccc2nc(NC(=O)CN3C(=S)NC(C)(C)CC3C)sc2c1 (stereo not given)
  -1.2	6	0.0	4
- COc1ccc(NC(=O)COc2ccccc2Cl)c([N+](=O)[O-])c1
  -1.4	-6	0.0	0
- CCOc1ccccc1/C=N/NC(=O)COc1ccc(I)cc1
  -1.1	-2	0.0	-1
- CCOC(=O)N1CCN(C(=O)c2ccc(N3CC4CC(C3)c3cccc(=O)n3C4)c(NC(=O)c3ccc(C(C)(C)C)cc3)c2)CC1 (stereo not given)
  0.2	-5	0.1	15
- Cc1ccc(N(Cc2ccc(C(=O)Nc3cccc(Br)c3)cc2)S(C)(=O)=O)cc1C
  1.6	2	-0.3	-15
- COc1ccc2nc(NC(=O)CSc3nnc4c5cc(Br)ccc5n(C)c4n3)sc2c1
  1.2	-4	-0.1	-4
- COc1cc(/C=N/Nc2cn[nH]c(=O)c2Cl)ccc1O
  -1.0	-6	0.1	17
- O=C(NCc1cccc(Cl)c1)c1ccc2c(=O)n(Cc3ccccc3)c(=S)[nH]c2c1
  0.9	-9	-0.1	12
- Cc1ccc(C(=O)N[C@H]2C[C@H]3C(=O)N[C@@H](C)C(=O)N3C2)cc1F
  1.9	2	0.0	-11
- O=C(CN1CCN(C(=O)c2cnccn2)CC1)c1cccs1
  -0.5	-2	0.0	53*
- COC(=O)c1c(NC(=O)COc2ccccc2Cl)sc2c1C(C(=O)OC)CC2 (stereo not given)
  0.1	-14	-0.1	3
- COc1cc(/C=N/NS(=O)(=O)c2cc(C)ccc2C)cc(OC)c1O
  1.1	-2	-0.2	-9
- CC(C)N(Cc1nc(-c2ccc(Cl)cc2)no1)S(=O)(=O)c1ccccc1[N+](=O)[O-]
  -1.5	12	-0.2	-2
- COc1cc(OC)cc(C(=O)NCC(=O)OCC(=O)NC(C)(C)C)c1
  0.8	-2	0.1	-15
- COc1ccc(/C=C/C(=O)Nc2nc(C)c(C)s2)cc1OC
  0.5	-30	0.1	-33
- C/C(=N\Nc1ccc(S(N)(=O)=O)cc1[N+](=O)[O-])c1ccc(C(C)(C)C)cc1
  0.9	1	-0.2	8
- CCOC(=O)c1sc(NC(=O)COc2c(C)cccc2C)c(C(=O)OCC)c1C
  0.8	-3	-0.1	0

# Some of the entries so far, field by field:
CC1=C(C(=O)OC(C)C)C(c2ccccc2)NC(=O)N1C (stereo not given)
  GPR151 ag = 0.2
  TEAD-YAP block = -3
  FBW7 activator = -0.1
  MITF primary = -2

COc1ccc(NC(=O)c2ccccc2NC(=O)c2ccc(Br)o2)cc1
  GPR151 ag = -1.1
  TEAD-YAP block = 0
  FBW7 activator = 0.0
  MITF primary = 9

CCCCN(CC)C(=O)Cn1c(=O)c2ccccc2n(CC)c1=O
  GPR151 ag = -0.7
  TEAD-YAP block = 12
  FBW7 activator = -0.1
  MITF primary = 5

CC1CCCC(NC(=O)c2cccc(NS(=O)(=O)c3ccc(Br)cc3)c2)C1C (stereo not given)
  GPR151 ag = 1.2
  TEAD-YAP block = -3
  FBW7 activator = -0.2
  MITF primary = -3
